p-CIP stab down – p/CIP-EGFP fusion destabilizers, primary screen, fluorescence, F442A cells; AID 1984, 2009; Q05BA5; hit rate 0.01% among 290,000; 16 h; decrease of EGFP signal, % at 10 µM;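 active = EGFP signal decrease of at least 30% at 10 µM or well 3 SD below plate mean, unless failing retest; inactive = the rest, including hits failing retest or dose response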; note: some compounds called inactive have numbers as strong as hits; many of its hits are not listed in these tables
M18AAP inhibitor – PfM18AAP inhibitors, malaria aminopeptidase, primary screen, biochemical, QFRET, recombinant enzyme; H-Glu-NHMec fluorogenic cleavage; inhibition, % at 7.35 µM; hit rate 1.2% among 290,000;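 active = inhibition above the campaign mean inhibition over all tested compounds plus 3 SD, cut at about 28% in these data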;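 note: 0% = plate median of test compound wells and 100% = 2 mM ZnCl2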
GPR7 antag – GPR7 receptor antagonists, primary screen, cell-based, fluorescence, single concentration; Neuropeptides B/W receptor type 1 (Homo sapiens), P48145; GPR7-expressing cells, fluorescence antagonist assay; inhibition, % at 4.4 µM; hit rate 1.1% among 290,000; AID 1861, 2009; in the data active = inhibition above about 16%, passing the limit was not always enough;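 note: cells stimulated with the agonist NPW; 0% = agonist with vehicle and 100% = vehicle without agonist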
PHOSPHO1 block – PubChem AID 1565 | inhibition, % at 13.3 µM | Phosphoethanolamine/phosphocholine phosphatase (Homo sapiens), Q8TCT1 | hit rate 1.1% among 290,000 | recombinant PHOSPHO1, absorbance phosphatase assay; in the data active = inhibition above about 60%
IDE cell inh – human IDE inhibitors in live cells, primary screen, fluorescence polarization, HEK cells, FAbetaB substrate; FAbetaB cleavage; inhibition, % at 5.59 µM; hit rate 0.41% among 320,000; AID 434962, 2010;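 active = percent inhibition above the average of all tested compounds plus 3 SD, set per screening campaign, cut at about 16% in these data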;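 note: IDE supplied by intact live HEK cells; FP after avidin binding of uncleaved biotin substrate so inhibition keeps polarization high; 0% = DMSO wells and 100% = 60 µM reference IDE inhibitor Ii1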
Target sequence (P14735 whole entry, looked up): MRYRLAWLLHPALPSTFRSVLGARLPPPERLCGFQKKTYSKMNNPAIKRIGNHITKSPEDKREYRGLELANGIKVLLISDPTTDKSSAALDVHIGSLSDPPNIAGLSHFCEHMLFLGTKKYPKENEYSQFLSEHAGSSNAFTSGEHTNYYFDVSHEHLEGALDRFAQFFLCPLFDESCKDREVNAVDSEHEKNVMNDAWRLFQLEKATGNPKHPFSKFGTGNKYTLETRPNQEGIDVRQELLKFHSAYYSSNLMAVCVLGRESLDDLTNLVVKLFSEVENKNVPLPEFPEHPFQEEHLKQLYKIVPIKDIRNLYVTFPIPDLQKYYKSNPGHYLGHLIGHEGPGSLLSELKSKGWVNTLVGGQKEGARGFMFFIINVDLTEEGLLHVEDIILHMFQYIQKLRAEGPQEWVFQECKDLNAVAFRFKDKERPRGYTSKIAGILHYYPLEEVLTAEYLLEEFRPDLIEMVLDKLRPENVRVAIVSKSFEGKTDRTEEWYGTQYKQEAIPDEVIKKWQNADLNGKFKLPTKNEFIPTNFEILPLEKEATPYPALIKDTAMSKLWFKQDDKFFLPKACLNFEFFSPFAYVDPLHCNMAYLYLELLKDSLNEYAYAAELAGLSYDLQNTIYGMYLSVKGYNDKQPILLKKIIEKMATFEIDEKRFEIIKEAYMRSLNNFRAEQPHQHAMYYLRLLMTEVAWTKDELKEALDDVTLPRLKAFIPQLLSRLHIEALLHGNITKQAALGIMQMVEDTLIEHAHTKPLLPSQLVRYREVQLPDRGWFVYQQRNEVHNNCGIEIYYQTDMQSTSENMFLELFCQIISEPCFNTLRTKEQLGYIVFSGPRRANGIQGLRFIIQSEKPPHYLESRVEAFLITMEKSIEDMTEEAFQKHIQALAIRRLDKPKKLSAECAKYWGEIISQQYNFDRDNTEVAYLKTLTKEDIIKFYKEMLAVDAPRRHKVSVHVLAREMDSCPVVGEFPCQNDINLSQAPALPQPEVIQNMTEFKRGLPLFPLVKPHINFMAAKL
IMP-1 inhibitor – IMP-1 metallo-beta-lactamase inhibitors, primary screen, biochemical, epi-absorbance readout, Pseudomonas aeruginosa enzyme; inhibition, % at 5.6 µM; metallo-beta-lactamase IMP-1 (Pseudomonas aeruginosa); hit rate 0.45% among 290,000; purified IMP-1, nitrocefin hydrolysis, epi-absorbance fluorescence;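 active = inhibition above the mean plus 3 SD of all compounds in the same screening run, cut at about 4.5% in these data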;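 note: 0% = IMP-1 with DMSO and 100% = DMSO wells lacking enzyme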
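System: Purified recombinant IMP-1 metallo-beta-lactamase enzyme | Measured by: Fluorescence quenching readout, ex 480/em 530 nm | Replication: Singlicate | Incubation: 15 min preincubation plus 25 min reaction at 25 °C | Evaluation: Percent inhibition from optical density relative to buffer-blank wells | Benchmarks: DMSO with and without IMP-1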
NALP1 inh – NALP1 inflammasome inhibitors in reconstituted yeast, colorimetric, S. cerevisiae, triplicate retest; S. cerevisiae NALP1/ASC/caspase-1 growth, X-gal OD620, 72 h; inhibition, % at 10 µM; hit rate 0.61% among 280,000; in the data active = inhibition mostly above about 24%, no sharp cut-off; inactive = mostly below about 32%; note: some compounds called inactive have numbers as strong as hits
IDE cell activ – human IDE activators in live cells, primary screen, fluorescence polarization, HEK cells, FAbeta-B substrate. Insulin-degrading enzyme (Homo sapiens), P14735. FAbeta-B cleavage; 0% vehicle, 100% cell-free pure enzyme wells. activation, % at 5.96 µM. hit rate 0.073% among 340,000. AID 493087, 2011;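 active = activation above the mean of all tested compounds plus 3 SD, set per screening campaign, cut at about 17% in these data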
VIM-2 inh – VIM-2 metallo-beta-lactamase inhibitors, primary screen, biochemical, epi-absorbance readout, Pseudomonas aeruginosa enzyme; purified VIM-2, nitrocefin hydrolysis, epi-absorbance fluorescence; inhibition, % at 5.6 µM; hit rate 0.89% among 290,000; AID 1527, 2009;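 active = inhibition above the mean of all tested compounds plus 3 SD, cutoff set per screening run, cut at about 7.5% in these data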;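 note: red hydrolysis product quenches plate fluorescence so inhibitors raise well fluorescence; 0% = enzyme with DMSO and 100% = DMSO without enzyme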
Numbers without * were called inactive; . = no result given.

SMILES	p-CIP stab down	M18AAP inhibitor	GPR7 antag	PHOSPHO1 block	IDE cell inh	IMP-1 inhibitor	NALP1 inh	IDE cell activ	VIM-2 inh
Cc1cc2c(cc1S(=O)(=O)CCC(=O)N1CC(C)CC(C)C1)OCC(=O)N2 (stereo unspecified)	8	-2	6	28	-3	-2.1	20	10	-1.1
CN(C)S(=O)(=O)Oc1ccc(C(=O)Nc2cccc(C(F)(F)F)c2)cc1	-19	2	1	24	6	-0.7	4	5	0.6
COc1ccc(C(CC(=O)N2CCCC(C)C2)c2c(O)cc(OC)cc2OC)cc1 (stereo unspecified)	-5	.	.	48	-6	.	5	2	.
CS(=O)(=O)N(CCc1ccccc1)CC(=O)N1CCCC1	-15	8	0	42	4	0.7	.	1	1.6
Nc1cccc(C(=O)OCC(=O)c2ccccc2)c1	-9	-11	-2	-10	-1	0.8	30	-4	0.9
COc1ccc(-n2nnnc2/C=C\Nc2ccc(C)cc2)cc1	7	1	15	13	0	-4.0	.	2	-1.6
Clc1cccc(Nc2ncnc3c2cnn3-c2ccccc2)c1	-2	.	.	1	3	.	.	0	.
Cc1ccc(Br)cc1S(=O)(=O)Nc1cccnc1	-3	-7	-14	20	.	0.5	11	3	-1.8
COc1ccc(S(=O)(=O)NCC2CCCN(C(=O)c3occc3C)C2)cc1 (stereo unspecified)	-8	-2	2	34	2	-0.5	0	0	-0.1
COc1ccccc1-n1c(CNc2ccc(F)cc2)nnc1SCC(=O)Nc1cc(C)on1	3	-2	8	-17	5	1.0	5	1	-2.5
CCOc1ccc(NC(=S)/C(=C(\[O-])c2ccc(C)c([N+](=O)[O-])c2)[n+]2ccccc2)cc1	-13	3	-8	93*	0	-3.8	4	1	-5.2
O=C(NC1CC1)c1ccc(CS(=O)c2ccccc2)o1 (stereo unspecified)	-4	1	-8	23	-2	-1.3	7	0	-3.3
CSc1ccccc1NC(=O)Nc1ccc(Cl)cc1	2	2	19	-3	4	-1.5	13	2	-4.1
O=C(/C=C/c1ccccc1)CC(O)(c1ccccc1)C(F)(F)F (stereo unspecified)	-9	10	6	2	-4	-3.8	9	-2	-0.9
Cc1cc(C(=O)CSc2n[nH]c(N)n2)c(C)n1-c1ccccc1	-6	13	-1	95*	6	-0.3	-9	3	-2.2
CC1=C(C(=O)O)N2C(=O)C(NC(=O)c3nn(C)c(C)c3Cl)C2SC1 (stereo unspecified)	7	20	-4	-16	-1	-2.7	-21	-6	-3.7
CNC(=S)Nn1cnc2ccccc21	1	-4	0	28	-5	-2.9	.	4	-1.6
O=c1c2c(nc3cc(-c4ccc(Br)cc4)[nH]n13)CCCC2	-14	-6	-1	12	2	-2.6	20	3	-1.4
COc1cccc(C(=O)Nc2nnc(SCC(=O)NC3CC3)s2)c1	7	2	-7	28	1	-3.7	12	-7	-2.9
CN(C)c1cc(NC(=O)CN2CCOCC2)c2ccccc2n1	.	7	-7	.	-1	-2.9	.	4	-1.5
COc1ccc(CN(C)C(=O)c2cccc(NS(=O)(=O)c3ccccc3)c2)c(OC)c1	-9	-4	-7	14	3	-1.7	11	3	-1.4
CC(/C=N/n1c(COc2ccccc2)n[nH]c1=S)=C\c1ccccc1	-6	17	-1	-27	5	-5.0	-1	-2	-4.2
C=C(C)Cn1c(NCCOC)nc2c1c(=O)[nH]c(=O)n2C	-3	0	-3	14	3	-1.7	-4	0	-1.2
CCN(CC)S(=O)(=O)c1ccc(NCC2COc3ccccc3O2)c([N+](=O)[O-])c1 (stereo unspecified)	-5	-2	-2	-6	-2	-1.6	.	3	-1.9
COc1ccc(C2(C(=O)Nc3nncs3)CCCC2)cc1	-3	3	-3	-3	4	-3.6	-4	-2	-2.8
N#Cc1ccc(NC(=O)Cn2c3[n+](c4ccc(C(F)(F)F)cc42)CCCCC3)cc1	-11	0	10	-32	0	0.1	27	4	-2.0
O=C(O)Cn1c(=O)c(-c2ccccc2)nc2ccccc21	7	-3	12	.	-1	-0.3	2	-2	3.4
CS(=O)(=O)N(CC(=O)N1CCN(c2ccccc2)CC1)C1CCCCC1	-12	-12	-3	-14	0	-2.1	6	4	-1.3
Cc1nc2ccccc2c(=O)n1Cc1ccc([N+](=O)[O-])cc1	-9	-6	-11	34	-3	-1.3	7	0	-1.9
CCC1Cc2c(nc3c4c(nc(N5CCOCC5)c(C#N)c24)NC(C)=N3)O1 (stereo unspecified)	.	3	-5	.	.	-6.7	.	.	-1.9
Cc1ccccc1OCc1nnc(SCC(=O)NCc2ccco2)n1C	-15	-9	-16	36	-2	-1.0	-14	2	-0.5
N#Cc1cnc(SCCc2ccccc2)nc1N	-9	5	26	3	5	-0.4	-23	-4	0.2
CC(=Nc1ccc(C)c(C)c1)C1=C(O)CSC1=O	-13	0	-3	27	-2	0.0	7	-2	-1.2
CCCCn1c(SCC(=O)NCc2ccco2)nc2ccccc2c1=O	-3	-1	2	17	0	-5.6	1	2	-2.6
COc1cccc(CN2CCC(n3nccc3NC(=O)C3CC3)CC2)c1	-6	4	-11	58	4	-2.7	11	6	-2.3
COC(=O)[C@H](C(C)C)n1c(C)c(C(C)=O)c(C(C)=O)c1C	2	6	-5	5	-4	-3.9	.	0	-2.4
O=C(CSc1nc2c(sc3ccccc32)c(=O)n1-c1ccccc1)NCc1ccco1	-24	-2	-2	-19	9	-3.9	10	5	-2.2
CN(C)S(=O)(=O)c1cc(NC(=O)c2cc(=O)[nH]c3ccccc23)ccc1Cl	16	1	4	28	-1	-1.4	3	.	-1.3
Cc1cc(C)n(CC(=O)c2ccc(Cl)cc2)n1	8	0	-3	-4	-4	-3.4	29	3	-1.8
O=C(NCCCN1CCOCC1)c1ccc(CSCc2cccc(Cl)c2)o1	3	-11	-9	-10	-1	-2.5	9	8	0.6

In another format: 2 of the compounds above.
Each structure is followed by: p-CIP stab down, M18AAP inhibitor, GPR7 antag, PHOSPHO1 block, IDE cell inh, IMP-1 inhibitor, NALP1 inh, IDE cell activ, VIM-2 inh
CN(C)S(=O)(=O)c1cc(NC(=O)c2cc(=O)[nH]c3ccccc23)ccc1Cl
    16, 1, 4, 28, -1, -1.4, 3, ., -1.3
Cc1cc(C)n(CC(=O)c2ccc(Cl)cc2)n1
    8, 0, -3, -4, -4, -3.4, 29, 3, -1.8

Three of the compounds above, with values under each structure:
Values run as follows: p-CIP stab down	M18AAP inhibitor	GPR7 antag	PHOSPHO1 block	IDE cell inh	IMP-1 inhibitor	NALP1 inh	IDE cell activ	VIM-2 inh
> O=C(O)Cn1c(=O)c(-c2ccccc2)nc2ccccc21
→ 7	-3	12	.	-1	-0.3	2	-2	3.4
> CCC1Cc2c(nc3c4c(nc(N5CCOCC5)c(C#N)c24)NC(C)=N3)O1 (stereo unspecified)
→ .	3	-5	.	.	-6.7	.	.	-1.9
> COc1cccc(CN2CCC(n3nccc3NC(=O)C3CC3)CC2)c1
→ -6	4	-11	58	4	-2.7	11	6	-2.3

Going on with the list:
SMILES	p-CIP stab down	M18AAP inhibitor	GPR7 antag	PHOSPHO1 block	IDE cell inh	IMP-1 inhibitor	NALP1 inh	IDE cell activ	VIM-2 inh
O=C(CCCN1C(=O)c2ccccc2C1=O)N1CCN(c2ccccn2)CC1	1	-5	-2	14	-5	-0.3	-27	3	3.2
Cc1ccc(-c2nc(S(=O)(=O)c3ccc(C)cc3)c(SCC(N)=O)o2)cc1	-16	6	-9	9	-7	-1.6	-4	2	-1.9
Cc1cccc(NC(=O)C2CCCN2/C=C/C(=O)C(F)(F)F)c1C (stereo unspecified)	4	-2	-6	-15	9	-3.9	7	1	-1.5
Cc1ccc(CSc2nc3c(c(=O)[nH]2)CCC3)cc1	0	16	-2	23	0	-4.2	17	4	-0.8
Cc1cc(C)c(NC(=O)CS(=O)CC(=O)Nc2cccnc2)c(C)c1 (stereo unspecified)	-18	0	-11	11	-1	-0.3	-14	1	2.7
C/C(CC(=O)NC1CCCCC1)=N\NC(=O)Cc1ccc(-c2ccccc2)cc1	5	-10	-3	27	3	-0.3	7	2	-0.7
O=c1[nH]c(CN2CCCCC2)nc2ccccc12	-1	-5	-4	24	-7	1.9	42	5	-0.3
CC(=O)N1c2ccc(S(=O)(=O)N3CCCCC3)cc2CC1C(=O)NCc1ccccc1C (stereo unspecified)	-5	-4	-1	28	10	-2.4	-8	-4	-2.5
COc1ccc(N2CCN(C(=O)COC(=O)c3ccco3)CC2)cc1	5	6	3	48	0	1.2	14	7	0.2
O=C(O)c1c2c(nc3ccccc13)/C(=C/c1ccccc1[N+](=O)[O-])CCC2	0	7	-10	20	5	-2.5	11	4	-1.4
CC1CC(=O)NN=C1c1cccs1 (stereo unspecified)	-12	-12	-17	-17	2	-4.2	1	3	-2.8
CC(=O)Oc1ccc(C(=O)Nc2ccc3c(c2)OCCO3)cc1	4	-5	12	24	-1	-0.5	16	4	-0.7
O=C(O)CCCC(=O)N1CCN(C(c2ccccc2)c2ccccc2)CC1	2	0	-8	-3	0	-2.6	22	-3	0.3
OCCN1CCOCCOCCN(CCO)CCN(CCO)CC1	-15	-11	15	-3	2	-2.9	5	0	-4.5
O=C(CCC1CC(=O)Nc2ccccc21)NCc1cccnc1 (stereo unspecified)	-7	2	-10	-14	-3	-3.2	25	4	-3.3
O=c1ccc2cc(S(=O)(=O)Nc3ccc(Br)cc3)ccc2o1	-11	-6	24*	24	.	0.3	11	3	-1.0
COCCN(C(=S)Nc1cc(C)cc(C)c1)C(C)c1ccco1 (stereo unspecified)	2	-6	-7	-1	3	-2.5	4	2	-3.5
CC(CCC(C)OC(=O)c1ccccc1C(=O)O)OC(=O)c1ccccc1C(=O)O (stereo unspecified)	-4	-11	2	6	6	-3.0	13	6	-2.4
COC(=O)C1CCN(c2cc(=O)n(Cc3ccc(F)cc3)c(=O)[nH]2)CC1	-1	3	-10	-5	-1	-5.9	-8	0	-1.6

Retrieved one by one from the list above (two):
SMILES	p-CIP stab down	M18AAP inhibitor	GPR7 antag	PHOSPHO1 block	IDE cell inh	IMP-1 inhibitor	NALP1 inh	IDE cell activ	VIM-2 inh
O=c1[nH]c(CN2CCCCC2)nc2ccccc12	-1	-5	-4	24	-7	1.9	42	5	-0.3
C/C(CC(=O)NC1CCCCC1)=N\NC(=O)Cc1ccc(-c2ccccc2)cc1	5	-10	-3	27	3	-0.3	7	2	-0.7
